Source: PubChem BioAssay
Rad51 HR inh – blocks human Rad51 in homologous recombination | hRad51 DNA strand exchange, fluorescence dequenching | 200,000 tested, 0.085% active | AID 1385 | inhibition, % at 10 µM;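 active means inhibition above 40% at the single screening dose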;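 further: 0% = DMSO control wells and 100% = blanks with heterologous ssDNA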
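Material: Human Rad51 nucleoprotein filaments preassembled on unlabelled ssDNA | Also added: Labelled 47-mer dsDNA for strand exchange | Dosing: Single dose, 10 µM final compound | Schedule: 30-min compound preincubation and 15-min exchange, both room temperature | Technique: Fluorescence dequenching at 485/520 nm | Measure: Percent inhibition relative to plate controls and blanks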
TNF necrop inh – blocks TNF-alpha induced death of Jurkat FADD-/- cells; activation (protection from cell death), % at 10 µM; 220,000 tested, 0.068% active; Jurkat FADD-/- TNF necroptosis rescue, ATP luminescence, 24 h; 0 = TNF only, 100 = no-TNF cells;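 active means activation, meaning protection from cell death, of at least 50% relative to plate controls; inactive means activation below 50%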;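 further: necroptosis triggered by 40 ng/mL TNF-alpha added together with compound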
Mdm2 ligase inh – blocks human Mdm2 ubiquitin ligase activity; signal enhancement, % at 5 µM; Q00987; 210,000 tested, 0.11% active; cell-based MDM2 ubiquitination luciferase reporter, 2 h; 0 = plate control, 100 = twice control, blank-subtracted;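 active means signal enhancement of 30% or more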;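 further: luminescence tracks abundance of the self-degrading MDM2-luciferase fusion protein; higher signal means inhibition of MDM2 E3 ligase activity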
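system = mammalian cells stably expressing self-ubiquitinating, self-degrading MDM2 E3–luciferase fusion | quantity = 2000 cells per well seeded | incubation = 4 h cell settling then 2 h compound exposure, 37 °C | signal = SteadyLite luminescence, 15 min reagent step | benchmarks = plate control and blank wells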
EBV gp42 inh – inhibitors of Epstein-Barr virus glycoprotein 42; Q1HVG2; 220,000 tested, 0.42% active; inhibition, % (tested at 21.74 µM); Fluorescence polarization binding assay, mP read-out; in the data active means inhibition above about 50%
eIF4E 4G PPI – eIF4E/eIF4G interaction inhibition in translation initiation | TR-FRET eIF4E-eIF4GI(517-606) binding, 2 h | inhibition, % at 21.7 µM | 220,000 tested, 0.37% active | AID 782;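 active means inhibition above about 30%, limit read from the data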;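 further: 0% = full FRET control wells and 100% = background wells lacking eIF4GI fragment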
Calpain2 inh – inhibitors of pig calpain II; 220,000 tested, 0.37% active; purified calpain II, fluorogenic peptide substrate, 30 min; AID 1236; inhibition, % at 16 µM;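 active means inhibition above about 50%, limit read from the data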
zVAD death inh – L929 zVAD cell death inhibition; viability rescue, % at 10 µM; AID 1377; 220,000 tested, 0.38% active; L929 zVAD necroptosis rescue, ATP luminescence, 24 h; with zVAD 60 µM;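 active means activation, scaled between plate controls, above about 75%, limit read from the data; inactive means activation under that limit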;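 further: 0% = zVAD with DMSO and 100% = DMSO alone without zVAD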
PERK inh – inhibitors of human PERK kinase | Q9NZJ5 | CHO PERK-DD fusion, SEAP luminescence translation reporter | inhibition, % at 5.6 µM | 220,000 tested, 0.17% active;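 active means inhibition above the mean inhibition of all tested compounds plus 3 SD, set separately per screening campaign, cut at about 2.9% in these data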;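 further: PERK kinase domain activated by AP20187 dimerizer at 100 nM; 0% = DMSO with dimerizer and 100% = rapamycin at 8.4 µM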
Target sequence (Q9NZJ5 whole entry, looked up, the tested form may be a part): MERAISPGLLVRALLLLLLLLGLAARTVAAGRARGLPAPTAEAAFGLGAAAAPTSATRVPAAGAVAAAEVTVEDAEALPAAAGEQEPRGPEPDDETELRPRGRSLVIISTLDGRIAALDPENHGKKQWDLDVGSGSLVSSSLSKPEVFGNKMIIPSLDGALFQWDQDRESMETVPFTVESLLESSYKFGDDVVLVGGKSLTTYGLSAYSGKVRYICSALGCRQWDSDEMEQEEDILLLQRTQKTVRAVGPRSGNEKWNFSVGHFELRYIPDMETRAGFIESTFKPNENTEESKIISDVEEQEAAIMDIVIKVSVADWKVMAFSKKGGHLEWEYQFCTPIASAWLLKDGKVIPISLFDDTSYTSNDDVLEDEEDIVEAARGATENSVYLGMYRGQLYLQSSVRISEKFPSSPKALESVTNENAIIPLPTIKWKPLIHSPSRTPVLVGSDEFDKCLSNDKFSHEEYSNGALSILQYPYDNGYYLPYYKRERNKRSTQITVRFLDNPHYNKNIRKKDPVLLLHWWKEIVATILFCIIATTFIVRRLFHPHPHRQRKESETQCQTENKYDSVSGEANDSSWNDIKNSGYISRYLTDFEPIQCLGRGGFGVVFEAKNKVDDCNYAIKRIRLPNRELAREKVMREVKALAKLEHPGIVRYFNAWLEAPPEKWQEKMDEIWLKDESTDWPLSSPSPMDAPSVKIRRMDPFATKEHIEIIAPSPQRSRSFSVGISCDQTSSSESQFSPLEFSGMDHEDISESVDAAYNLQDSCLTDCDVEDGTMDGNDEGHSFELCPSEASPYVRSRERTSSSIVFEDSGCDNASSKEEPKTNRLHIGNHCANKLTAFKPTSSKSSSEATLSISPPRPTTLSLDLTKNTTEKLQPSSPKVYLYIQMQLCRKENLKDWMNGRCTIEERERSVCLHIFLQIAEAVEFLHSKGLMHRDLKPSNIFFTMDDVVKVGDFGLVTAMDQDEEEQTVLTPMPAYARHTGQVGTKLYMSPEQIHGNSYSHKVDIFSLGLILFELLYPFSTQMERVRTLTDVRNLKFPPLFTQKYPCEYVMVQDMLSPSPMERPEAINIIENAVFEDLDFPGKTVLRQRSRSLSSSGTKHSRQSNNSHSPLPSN
KCC2 mod – modulators of human KCC2 chloride dependent transport | Q9H2X9 | KCC2 cells, thallium flux FluoZin-2 fluorescence | B-score of Tl+ flux slope (higher = more flux/activation; lower = inhibition) at 10 µM | 190,000 tested, 2.2% active | AID 1456;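 active means thallium flux slope and its plate-corrected score both differing from the plate sample mean at a set confidence after two filtering rounds, in either direction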;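 further: slope of fluorescence scaled to starting intensity during 10 to 20 s after thallium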
Starred values were filed as active, the others as inactive; [ ] = another dose, or the depositor's remark.

CCNc1cc2oc(=O)c(CN3CCOCC3)c(C)c2cc1C was read as Rad51 HR inh -53.1, TNF necrop inh -1.5, Mdm2 ligase inh -7.5, EBV gp42 inh 12.5, eIF4E 4G PPI 0.3, Calpain2 inh inactive, zVAD death inh 0.5, PERK inh 0.0 and KCC2 mod 1.22.
Screening Cn1ccnc1SCc1cn2ccccc2n1 returned Rad51 HR inh 7.8, TNF necrop inh 0.5, Mdm2 ligase inh -14.2, EBV gp42 inh -4.6, eIF4E 4G PPI 0.9[fluorescence artefact?], Calpain2 inh 18.5, zVAD death inh 0.0, PERK inh 1.5 and KCC2 mod 1.03.
For CC(C)(C)C(=O)Cn1ncc(NC2CC2)c(Br)c1=O the results were Rad51 HR inh -1.0, TNF necrop inh -3.0, Mdm2 ligase inh -8.8, EBV gp42 inh -8.2, eIF4E 4G PPI -1.6, Calpain2 inh 20.3, zVAD death inh 0.4 and PERK inh 1.0.
COc1cc(C)c(C(=O)Oc2cc(C)c(C(=O)O)c(O)c2C)c(OC)c1C was read as Rad51 HR inh 4.6, TNF necrop inh 1.6, Mdm2 ligase inh 1.8, EBV gp42 inh -14.1, eIF4E 4G PPI -0.4, Calpain2 inh 34.1, zVAD death inh -0.3, PERK inh -0.1 and KCC2 mod -2.05.
`CCOC(=O)C(C)/C(C)=N/NC(=O)c1cc2ccccc2cc1O` (configuration not stated) gave Rad51 HR inh -6.9, TNF necrop inh 0.6, Mdm2 ligase inh -12.9, EBV gp42 inh 17.8, eIF4E 4G PPI -3.7, Calpain2 inh -61.2, zVAD death inh 1.1, PERK inh 0.4 and KCC2 mod 1.7.
`O=C(Nc1nnc(COc2ccc(Cl)cc2)s1)c1cccs1` gave Rad51 HR inh 3.7, TNF necrop inh -0.6, Mdm2 ligase inh 9.7, EBV gp42 inh -15.9, eIF4E 4G PPI 28.6, Calpain2 inh -52.1, zVAD death inh -0.1, PERK inh -0.6 and KCC2 mod -0.00472.
For O=C(O)c1cc(S(=O)(=O)N2CCCCCC2)c(Cl)cc1Cl the results were Rad51 HR inh 5.0, TNF necrop inh 0.1, Mdm2 ligase inh -14.7, EBV gp42 inh 7.2, eIF4E 4G PPI -6.8, Calpain2 inh 20.1, zVAD death inh 2.2 and PERK inh 1.0.
`CN(C)C(=S)Nn1c(-c2ccccc2)nc2ccccc2c1=O` gave Rad51 HR inh 4.4, TNF necrop inh 1.3, Mdm2 ligase inh -0.2, EBV gp42 inh -18.0, eIF4E 4G PPI 2.7, Calpain2 inh 10.6, zVAD death inh -0.1, PERK inh 0.4 and KCC2 mod -0.0138.
For O=C(Nc1cnn(Cc2ccc(F)cc2)c1)c1cc(-c2ccco2)on1 the results were Rad51 HR inh -4.2, TNF necrop inh -2.8, Mdm2 ligase inh -3.4, EBV gp42 inh -16.6, eIF4E 4G PPI -2.7, Calpain2 inh -82.7, zVAD death inh 0.7, PERK inh -0.5 and KCC2 mod -0.11.
`CCS(=O)(=O)N1CCN(C(=O)c2ccco2)CC1` gave Rad51 HR inh 1.0, TNF necrop inh 1.3, Mdm2 ligase inh 4.2, EBV gp42 inh -14.9, Calpain2 inh -12.8, zVAD death inh 1.2 and PERK inh 0.8.
CCc1cc[n+](/C(C(=S)Nc2cccc(C)c2)=C(/[O-])c2ccc(C)c([N+](=O)[O-])c2)cc1 was read as Rad51 HR inh 1.4, TNF necrop inh 2.0, Mdm2 ligase inh -5.6, EBV gp42 inh -1.4, eIF4E 4G PPI 0.6, Calpain2 inh 2.3, zVAD death inh -0.8, PERK inh 0.1 and KCC2 mod -0.392.
Screening O=C(Nc1ccc2c(c1)OCO2)N1CCN(C/C=C/c2ccccc2)CC1 returned Rad51 HR inh 2.8, TNF necrop inh -1.1, Mdm2 ligase inh -0.5, EBV gp42 inh -19.7, eIF4E 4G PPI 10.8, Calpain2 inh 12.6, zVAD death inh -0.4 and PERK inh 0.7.
`COc1cc(OC)cc(-c2nc3ccccc3c(=O)n2OC(=O)c2ccc(C)c(C)c2)c1` gave Rad51 HR inh -1.6, TNF necrop inh 0.1, Mdm2 ligase inh -23.0, EBV gp42 inh 12.1, eIF4E 4G PPI 2.0, Calpain2 inh -29.5, zVAD death inh 0.3, PERK inh -0.1 and KCC2 mod -1.3.
Cc1ccc(S(=O)(=O)NC(C)(C)CSc2nnc(Nc3ccccc3)s2)cc1 was read as Rad51 HR inh 6.3, TNF necrop inh 3.8, Mdm2 ligase inh -19.3, EBV gp42 inh -14.6, eIF4E 4G PPI 3.8, Calpain2 inh 31.7, zVAD death inh 2.1, PERK inh -1.2 and KCC2 mod 1.13.
For COc1ccc(NC(=S)NNC(=O)CNc2ccc(Cl)cc2)cc1 the results were Rad51 HR inh -5.0, TNF necrop inh -0.9, Mdm2 ligase inh -13.9, EBV gp42 inh -11.3, eIF4E 4G PPI -2.9, Calpain2 inh -5.2, zVAD death inh 1.0, PERK inh -0.4 and KCC2 mod -0.143.

Continued, overlapping the part above by two compounds.
Cc1ccc(S(=O)(=O)NC(C)(C)CSc2nnc(Nc3ccccc3)s2)cc1 was read as Rad51 HR inh 6.3, TNF necrop inh 3.8, Mdm2 ligase inh -19.3, EBV gp42 inh -14.6, eIF4E 4G PPI 3.8, Calpain2 inh 31.7, zVAD death inh 2.1, PERK inh -1.2 and KCC2 mod 1.13.
For COc1ccc(NC(=S)NNC(=O)CNc2ccc(Cl)cc2)cc1 the results were Rad51 HR inh -5.0, TNF necrop inh -0.9, Mdm2 ligase inh -13.9, EBV gp42 inh -11.3, eIF4E 4G PPI -2.9, Calpain2 inh -5.2, zVAD death inh 1.0, PERK inh -0.4 and KCC2 mod -0.143.
Screening Cc1cc(C(=O)COc2ncnc3sccc23)c(C)n1C1CC1 returned Rad51 HR inh -0.6, TNF necrop inh -3.0, Mdm2 ligase inh -18.3, EBV gp42 inh 1.5, eIF4E 4G PPI -5.3, Calpain2 inh -25.5, zVAD death inh 1.0, PERK inh -0.1 and KCC2 mod 1.17.
Screening O=C(OCCCN1C(=O)c2ccccc2C1=O)c1ccco1 returned Rad51 HR inh 7.6, TNF necrop inh -1.2, Mdm2 ligase inh -8.7, EBV gp42 inh -11.2, eIF4E 4G PPI 1.6, Calpain2 inh -7.5, zVAD death inh 0.0, PERK inh 0.8 and KCC2 mod -0.642.
`CC1=CC(C)(C)Nc2ccc(C)cc21` gave Rad51 HR inh 6.8, TNF necrop inh 8.1, Mdm2 ligase inh -10.3, EBV gp42 inh -2.3, eIF4E 4G PPI 6.4, Calpain2 inh -15.3, zVAD death inh 0.4, PERK inh 1.0 and KCC2 mod 0.84.
Screening COC(=O)c1ccc(-c2noc(CN3CCCCC3c3nccn3C)n2)cc1 (configuration not stated) returned Rad51 HR inh -7.3, TNF necrop inh 0.7, Mdm2 ligase inh -12.9, EBV gp42 inh -1.4, eIF4E 4G PPI -1.3, Calpain2 inh -9.2, zVAD death inh -0.4, PERK inh 1.6 and KCC2 mod -0.274.
For O=C(NNC1=NCCC1)c1cccc(S(=O)(=O)N2CCCCC2)c1 the results were Rad51 HR inh 7.0, TNF necrop inh 1.5, Mdm2 ligase inh 0.4, EBV gp42 inh -7.3, eIF4E 4G PPI 6.0[fluorescence artefact?], Calpain2 inh 0.0, zVAD death inh 1.1, PERK inh 0.6 and KCC2 mod 0.638.
`COc1cc(CNCc2ccccn2)ccc1OCC(N)=O` gave Rad51 HR inh -25.5, TNF necrop inh -0.4, Mdm2 ligase inh -20.7, EBV gp42 inh -11.0, eIF4E 4G PPI 1.4, Calpain2 inh -2.4, zVAD death inh 0.2, PERK inh 1.4 and KCC2 mod 0.00787.
CC(C)CN(C(=O)COC(=O)C1c2ccccc2Oc2ccccc21)C1CCS(=O)(=O)C1 (configuration not stated) was read as Rad51 HR inh 3.6, TNF necrop inh -1.9, Mdm2 ligase inh -14.4, EBV gp42 inh -20.3, eIF4E 4G PPI -1.4, Calpain2 inh -27.4, zVAD death inh -0.1, PERK inh -1.2 and KCC2 mod -0.0383.
For COc1cccc(N(C(=O)c2nc3nccc(C)n3n2)c2nc3ccccc3s2)c1 the results were Rad51 HR inh 0.9, TNF necrop inh 1.8, Mdm2 ligase inh -2.9, EBV gp42 inh -11.8, eIF4E 4G PPI 3.3[fluorescence artefact?], Calpain2 inh 11.3, zVAD death inh 0.1, PERK inh -0.4 and KCC2 mod -1.05.
For CSc1ccc(N2C(=O)NC3(CCCCC3)C2=O)cc1 the results were Rad51 HR inh -5.0, TNF necrop inh 0.1, Mdm2 ligase inh -5.4, EBV gp42 inh -1.7, eIF4E 4G PPI -3.2, Calpain2 inh -49.2, zVAD death inh 0.6 and PERK inh -0.9.
`O=C(/C=C/c1ccccc1Cl)N(Cc1cccs1)C1CCS(=O)(=O)C1` (configuration not stated) gave Rad51 HR inh 14.4, TNF necrop inh 2.0, Mdm2 ligase inh -18.4, EBV gp42 inh -13.8, eIF4E 4G PPI -2.5, Calpain2 inh 11.5, zVAD death inh -0.4, PERK inh -2.0 and KCC2 mod -1.63.
For O=C(Nc1nc2nc(-c3ccccc3)cc(-c3ccccc3)n2n1)c1ccco1 the results were Rad51 HR inh 0.0, TNF necrop inh -10.5, Mdm2 ligase inh -14.8, EBV gp42 inh -1.1, eIF4E 4G PPI 6.8, Calpain2 inh -32.2, zVAD death inh 1.2, PERK inh -1.9 and KCC2 mod -0.888.
CC(=O)C(Sc1nc(N(C)C)nc(N(C)C)n1)C(=O)Nc1ccccc1 (configuration not stated) was read as Rad51 HR inh -143.4, TNF necrop inh -0.2, Mdm2 ligase inh -8.1, EBV gp42 inh -0.3, eIF4E 4G PPI 5.1, Calpain2 inh -4.6, zVAD death inh -0.8, PERK inh 1.4 and KCC2 mod -0.136.
Screening O=C(Nc1cccnc1)c1ccc(F)cc1 returned Rad51 HR inh 0.5, TNF necrop inh -2.2, Mdm2 ligase inh -6.7, EBV gp42 inh 1.2, eIF4E 4G PPI 0.6[fluorescence artefact?], Calpain2 inh -7.1, zVAD death inh 0.8, PERK inh 1.0 and KCC2 mod -1.61.
`COC(=O)c1cc(NS(=O)(=O)c2ccc(NC(C)=O)cc2)ccc1Cl` gave Rad51 HR inh -18.9, TNF necrop inh 2.9, Mdm2 ligase inh -8.6, EBV gp42 inh 2.0, eIF4E 4G PPI -6.1, Calpain2 inh 42.9, zVAD death inh 1.9, PERK inh 1.2 and KCC2 mod -0.263.
For CCCN1CCC(=O)N([C@H](CSc2ccc(OC)cc2)CC(C)C)CC1 the results were Rad51 HR inh -9.3, TNF necrop inh 2.1, Mdm2 ligase inh 13.2, EBV gp42 inh -11.3, eIF4E 4G PPI -5.7, Calpain2 inh -7.8, zVAD death inh 0.1 and KCC2 mod -0.547.
`COc1ccc(N(CC(=O)Nc2ccc(S(=O)(=O)N3CCOCC3)cc2)S(=O)(=O)c2ccccc2)cc1` gave Rad51 HR inh 4.8, TNF necrop inh -9.8, Mdm2 ligase inh -10.0, EBV gp42 inh -0.6, eIF4E 4G PPI -14.5, Calpain2 inh -61.2, zVAD death inh -0.8, PERK inh -2.2 and KCC2 mod 0.0361.
`Cc1ccc(NC(=O)Cn2c(=O)n(Cc3ccco3)c(=N)c3c4c(sc32)COC(C)(C)C4)cc1` gave Rad51 HR inh 18.2, TNF necrop inh 1.1, Mdm2 ligase inh 2.0, EBV gp42 inh -8.8, eIF4E 4G PPI -2.2, Calpain2 inh -33.7, zVAD death inh 4.8, PERK inh -0.1 and KCC2 mod -0.199.
